Screening results deposited in PubChem by several laboratories.
Phagocytosis inh: inhibitors of macrophage phagocytosis, primary screen, imaging, J774A.1 cells, IgG beads | J774A.1 macrophage IgG-bead phagocytosis | inhibition, % at 5 µM | hit rate 0.07% among 110,000;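 active = inhibition above the mean of the plate negative controls plus 5 SD, cut at about 13% in these data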;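 note: phagocytic index as fraction of beads internalized from green versus red external bead signal; plate controls were DMSO negative control for no effect and cytochalasin-D positive control for full effect; some results beyond the cut were filed as inactive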
GALR2 blocker: GALR2 antagonists in receptor-expressing cells, primary screen; hit rate 0.39% among 140,000; Galanin receptor type 2 (Homo sapiens), O43603; antagonist mode; inhibition, % at 4 µM; in the data active = inhibition above about 27%;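 note: cells stimulated with galanin 1-16 at roughly its EC80; 0% = agonist challenge control and 100% = basal control without agonist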
Target sequence (O43603 whole entry, looked up): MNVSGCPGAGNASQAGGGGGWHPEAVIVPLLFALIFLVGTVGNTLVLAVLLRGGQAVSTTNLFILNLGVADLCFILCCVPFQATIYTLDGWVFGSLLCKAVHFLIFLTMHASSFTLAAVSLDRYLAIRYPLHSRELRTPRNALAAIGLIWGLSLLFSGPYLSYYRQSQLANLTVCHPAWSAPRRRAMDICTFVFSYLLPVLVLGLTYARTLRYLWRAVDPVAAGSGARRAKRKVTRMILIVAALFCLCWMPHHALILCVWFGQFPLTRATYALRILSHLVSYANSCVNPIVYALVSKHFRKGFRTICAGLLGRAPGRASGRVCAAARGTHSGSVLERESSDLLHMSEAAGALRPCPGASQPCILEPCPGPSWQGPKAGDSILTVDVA
HCT116 bCat-KO: primary screen for growth suppressors in beta-catenin knockout HCT116 cells (colon tumor, human); HCT116 beta-catenin knockout viability, CellTiter-Glo, 60 h; hits give low values; viability, % at 10 µM; hit rate 1.5% among 140,000; AID 818, 2007;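 active = viability at or under a set limit, the compound median less 4 SD, cut at about 6% in these data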;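 note: 0% = Hyamine 1622 control at 20 µM and 100% = untreated cell control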
NPY-Y2 antag: NPY-Y2 receptor antagonists, primary screen, cell-based; Neuropeptide Y receptor type 2 (Homo sapiens), P49146; inhibition, % at 2.7 µM; AID 793, 2007; NPY-Y2 expressing cells, antagonist mode; hit rate 0.99% among 140,000; in the data active = inhibition above about 17%;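 note: 0% = vehicle with agonist challenge and 100% = reference antagonist with challenge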
Target sequence (P49146 whole entry, looked up): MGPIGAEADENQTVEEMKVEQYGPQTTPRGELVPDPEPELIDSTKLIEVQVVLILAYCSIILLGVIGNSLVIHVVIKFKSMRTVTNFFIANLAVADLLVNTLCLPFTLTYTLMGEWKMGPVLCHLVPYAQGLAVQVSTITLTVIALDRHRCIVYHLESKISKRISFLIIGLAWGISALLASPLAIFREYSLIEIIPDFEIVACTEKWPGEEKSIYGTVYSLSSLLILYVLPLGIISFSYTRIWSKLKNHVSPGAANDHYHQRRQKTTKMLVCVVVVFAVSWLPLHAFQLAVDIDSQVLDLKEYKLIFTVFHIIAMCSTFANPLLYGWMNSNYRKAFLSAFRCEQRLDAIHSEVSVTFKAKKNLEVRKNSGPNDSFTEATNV
MRP-1 activ: H69AR viability gain despite doxorubicin, primary screen, MRP-1 activator project, H69AR cells, CellTiter-Glo; AID 799, 2007; viability rescue; hit rate 0.61% among 140,000; viability increase, % at 10 µM;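 active = viability gain under doxorubicin at or above a set limit, the compound median plus 3 SD, cut at about 4.7% in these data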;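 note: MRP-1 overexpressing cells given doxorubicin 25 µM after compound pretreatment; 18-22 h compound pretreatment then 72 h with doxorubicin before readout; 0% = doxorubicin-only wells and 100% = vehicle-treated cells without doxorubicin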
E-sel TNF inh: E-selectin induction blockers in HUVEC – imaging, immunofluorescence, high content, primary screen. hit rate 0.71% among 120,000. inhibition, % at 2 µM. HUVEC TNFa-induced E-selectin immunofluorescence;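 active = inhibition above the batch mean plus 3 SD, and confirmed as a hit on visual image review, cut at about 43% in these data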;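 note: 0% = TNF-stimulated DMSO wells and 100% = unstimulated control wells; not every result past the cut was called active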
PTEN del growth: growth suppression of PTEN-null HCT116, primary screen, cell-based, CellTiter-Glo; HCT116 PTEN-null viability, 60 h; hits give low values; viability, % at 10 µM; hit rate 1.2% among 140,000; AID 827, 2007;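 active = viability at or below a set limit, 4 SD under the median of all tested compounds, cut at about 3.7% in these data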;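 note: PTEN knockout HCT116 line with beta catenin targeted HCT116 as companion control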
Measles CPE: compounds protecting cells from measles virus cytopathic effect, primary screen, measles RdRp inhibitor project, single point, MLSMR library, absorbance. protection (pct of control), % at 4 µM. Measles virus-infected cells, CPE protection. hit rate 1.5% among 140,000. AID 841, 2007; in the data active = protection mostly above about 24%, no sharp cut-off; inactive = mostly below about 26%; note: some compounds called inactive have numbers as strong as hits
Yeast growth inh: growth inhibitors of yeast BB579 in restrictive medium, primary screen, yeast lifespan-shortening project, S. cerevisiae | hit rate 0.51% among 140,000 | inhibition, % at 10 µM | OD615, 48 h | AID 804, 2007;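 active = inhibition above a set limit, 3 SD over the mean compound inhibition, cut at about 44% in these data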; note: inactives centre near -24
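test system = yeast BB579 (DeaD) | buffer or medium = restrictive CSMM-D medium | doses = single compound dose of 10 µM, 0.25% DMSO final | times = 4 h preincubation and 48 h exposure at 30 °C | technique = culture absorbance at 615 nm | benchmarks = amphotericin B 10 µg/mL, positive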
Yeast lifespan up: compounds extending yeast replicative lifespan, primary screen, S. cerevisiae, OD615; S. cerevisiae growth with nicotinamide; deaD strain in restrictive glucose medium; inhibition of the nicotinamide effect, % at 10 µM; hit rate 0.68% among 130,000; AID 775, 2007;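 active = inhibition above a set limit, placed 3 SD over the median of all compounds, cut at about 26% in these data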;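 note: 0% = nicotinamide-treated wells and 100% = cells grown without nicotinamide; some compounds called inactive have numbers as strong as hits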
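Material: Modified budding yeast, DeaD strain | Medium: Restrictive glucose medium | Probe or stimulus: 1.5 mM nicotinamide | Dosing: Single dose 10 µM compound, 0.25% DMSO | Times: 48 h at 30 °C | Technique: OD615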
Numbers without * were called inactive; · = no result given; & = joins results of further samples. Outcome played no part in choosing rows; 6.4% or so of the library scored in one or more.

Sequence of screens: Phagocytosis inh	GALR2 blocker	HCT116 bCat-KO	NPY-Y2 antag	MRP-1 activ	E-sel TNF inh	PTEN del growth	Measles CPE	Yeast growth inh	Yeast lifespan up
1. COc1ccc(CNn2c(-c3cccc(C)c3)nc3ccccc3c2=O)cc1OC
→ -1.3	-9.4	79.5	-0.1	0.1	7.4	76.2	3.3	8.7	-6.3
2. Cc1nn(-c2ccccc2)c(Cl)c1C(=O)N1CCN(c2ncnc3c2cnn3-c2ccccc2)CC1
→ -2.7	-7.1	6.0*	3.2	-3.9	-54.2	7.1	5.0	-45.2	-11.9
3. Cc1ccc(CNC(=O)c2ccc(N3CCCC3=O)cc2)cc1
→ -4.2	7.3	97.3	0.2	-0.1	7.5	106.6	2.0	-53.3	-8.1
4. CCOC(=O)c1cc(-c2ccccc2)sc1NC(=O)CC(C)C
→ -1.3	3.0	77.2	6.0	-4.2	15.2	72.7	6.6	-22.5	-25.9
5. COc1cccc(-n2c(C)nn(C)c2=O)c1
→ -0.6	-5.2	95.8	0.5	-1.2	·	91.8	3.8	-31.3	-5.5
6. Cc1cnc(C(=O)N2CCN(S(=O)(=O)c3ccc4ccccc4c3)CC2)cn1
→ 0.7	-9.1	84.2	1.8	0.1	31.3	73.1	7.2	-31.1	-13.9
7. O=C1CN(C(=O)COC(=O)COc2ccc3c(c2)CCC3)c2ccccc2N1
→ -0.1	-2.0	93.7	3.4	0.5	14.4	101.4	18.0	0.5	0.5
8. Cc1ccc(C(=O)COC(=O)c2ccccc2N2C(=O)C3C4CCC(C4)C3C2=O)cc1C (stereo unspecified)
→ -1.8	-0.2	88.5	2.5	-3.0	19.1	86.5	9.7	-35.5	-21.5
9. COc1ccccc1NC1=NCC(=O)N1Cc1ccccc1
→ ·	-2.6	98.2	0.2	-1.1	·	93.1	11.2	4.9	-5.3
10. O=C(CNC(=O)c1ccccc1F)OC(C(=O)Nc1cc(C(F)(F)F)ccc1Cl)c1ccccc1 (stereo unspecified)
→ -0.8	-1.3	67.0	2.7	0.8	30.3	68.3	1.0	-6.3	-6.6
11. Cc1cc(NC(=O)c2cc3ncc(Br)cn3n2)no1
→ -0.3	0.3	122.6	-0.9	-1.9	-22.3	100.2	39.6	-35.2	-22.1
12. O=C(NNc1cccc(Cl)n1)Nc1cccc(Cl)c1
→ -0.9	14.6	86.6	-1.9	-1.6	-25.3	86.7&93.8	7.6	6.7	17.9
13. COc1ccc(-c2cc(C(F)(F)F)n3ncc(C(=O)NCC4CCCO4)c3n2)cc1 (stereo unspecified)
→ -1.4	-0.9	71.6	8.6	-5.4	11.8	61.3	14.1	-2.4	-5.9
14. CCCC(c1nnnn1Cc1cccs1)N1CCN(c2ccc(OC)cc2)CC1 (stereo unspecified)
→ -3.4	-5.4	87.2	8.0	-1.0	-31.2	89.7	10.9	-53.3	0.9
15. COc1cc2cc(CN(Cc3nnnn3Cc3ccccc3)CC3CCCO3)c(=O)[nH]c2cc1OC (stereo unspecified)
→ 0.2	-1.2	75.7	-1.5	3.0	-10.1	79.8	4.1	-29.7	-0.5
16. Clc1ccc(OCc2nc(-c3ccc(Br)o3)no2)cc1
→ ·	-2.5	99.9	17.0	-1.9	18.0	85.9	16.3	1.9	-8.0
17. CC1(C)CC(=O)C/C(=N/NC(=O)CCCOc2ccc(Cl)cc2Cl)C1
→ ·	-12.1	79.6	4.0	-2.8	-11.0	81.5	17.9	-61.1	-19.7
18. Cn1cc(C(=O)N/N=C/C(Br)=C\c2ccccc2)ccc1=O
→ ·	11.8	14.1	2.3	-4.6	32.1	6.4	7.7	-38.2	-0.7
19. c1ccc(CN2CCC(Nc3nc(-c4ccccc4)nc4ccccc34)CC2)cc1
→ -1.7	-6.9	1.6*	7.4	-6.8	0.2	1.6*	7.8	-45.8	-21.9
20. COc1cc(Br)cc(/C=N/c2ncn[nH]2)c1O
→ -0.8	7.8	77.3	2.6	-0.8	-3.2	113.9	16.1	54.7*	-12.7
21. Nc1nc2n(c1C(=O)c1ccccc1)CCC2
→ -1.7	12.6	103.0	1.1	-1.2	-19.8	87.5	3.7	-29.6	-14.3
22. O=C(COC(=O)c1ccccn1)NCc1ccccc1
→ -0.2	-2.8	90.5	2.1	0.2	·	95.9	14.3	-18.5	-7.3
23. CN(C)CCN(Cc1ccccc1)c1ccnc(N(C)C)c1C#N
→ ·	-5.5	67.9	3.8	-4.3	5.1	75.3	14.4	-49.3	-14.7
24. Cc1ccc(/C=C/C(=O)N2CCc3ccccc3C2)cc1
→ -0.9	-1.5	95.0	24.2*	-1.1	7.6	102.0	20.5	-55.6	-9.0
25. O=S1(=O)NC(=NC2CCCCCC2)c2ccccc21
→ 1.2	-4.4	93.7	1.7	-0.5	-12.0	92.6	1.9	-16.9	-14.1
26. CCOc1cc(S(=O)(=O)NC2CCCC2)ccc1Cl
→ -0.8	9.7	100.2	2.4	-2.6	-8.6	92.0	16.7	-42.4	-3.6
27. COc1cc(NC(=O)CSc2nnc3n2C(C)(C)Cc2ccccc2-3)cc(OC)c1
→ 2.6	-6.3	107.7	2.7	-0.6	29.3	95.0	4.2	-34.5	-4.4
28. C#CC(CC)(CC)NC(=S)Nc1ccc(S(N)(=O)=O)cc1
→ -2.0	2.3	80.6	1.1	0.3	32.2	89.5	20.1	-33.0	-1.6
29. O=C(OCN1C(=O)c2ccccc2C1=O)C1CCCCC1
→ -0.6	-5.6	108.2	1.2	-1.9	4.5	101.5	11.1	-4.1	-2.4
30. O=C(c1ccco1)N(Cc1cccs1)C1CCS(=O)(=O)C1 (stereo unspecified)
→ 0.5	-6.0	90.5	-0.1	-1.4	0.2	97.6	3.0	-10.3	-16.3
31. COc1ccc(NC(=O)CCCC2=NS(=O)(=O)c3ccccc3N2)cc1
→ ·	-2.8	109.7	2.0	-0.5	-6.2	92.1	10.4	9.1	0.7
32. Cc1cccc(C(=O)Nc2cccc(-c3cnc4ccccc4n3)c2)c1
→ -0.6	-4.7	93.6	3.2	0.3	-39.2	90.0	20.2	-63.5	-5.9
33. COc1ccc(NC(=O)Nc2ccc3nccnc3c2)cc1
→ -0.7	10.7	91.5	2.3	-1.1	5.5	91.8	3.5	-21.0	-11.6
34. COc1ccc(CN=C2NC(=O)CC(C(=O)Nc3ccc([N+](=O)[O-])cc3C)S2)cc1 (stereo unspecified)
→ -8.1	-4.2	88.0	2.5	4.0	·	82.9	5.8	-38.7	-2.1
35. COc1ccc(C2C(C(C)=O)=C(O)C(=O)N2Cc2cccnc2)cc1 (stereo unspecified)
→ ·	4.2	92.7	-1.3	-3.2	-14.7	96.4	19.2	-19.7	·
36. CC(=O)N1N=C(c2ccc(Cl)cc2)OC1(C)C
→ -10.6	9.0	94.0	3.3	-0.7	-6.4	86.5	11.6	48.3*	23.4
37. COc1ccc(/C=C2/CCc3ccccc3C2=O)cc1CN1CCOCC1
→ -4.2	5.9	20.5	3.4	-4.5	·	31.7	9.7	-6.3	-1.2
38. CCn1nc2cc(C(=O)NCCc3cccs3)ccc2c1OC
→ ·	8.5	96.2	10.0	-0.1	-33.3	96.4	8.5	-0.7	-12.4
39. O=C1c2cccc3c([N+](=O)[O-])ccc(c23)C(=O)N1c1ccccn1
→ 0.0	34.3*	1.6*	11.3	-5.4	-23.9	1.4*	0.9	-5.5	20.1
40. CC1Cc2nc(SCC(=O)NCc3ccco3)n(Cc3ccccc3)c(=O)c2S1 (stereo unspecified)
→ -0.5	8.5	97.0	2.3	-3.6	-3.5	96.2	9.4	-12.9	-2.4
41. CN(CC(=O)Nc1ccc(S(=O)(=O)N2CCCC2)cc1)Cc1ccc(Cl)cc1
→ ·	7.5	85.9	0.8	-1.2	·	92.1	6.0	-31.9	4.3
42. O=C(CN1CCOCC1)OCCCC1CCCCC1
→ ·	-0.9	96.0	3.7	0.3	·	100.3	5.7	-8.5	-5.8
43. CCOC(=O)C1C(c2ccc3c(c2)OCO3)NC(=O)NC1(O)C(F)(F)F (stereo unspecified)
→ -3.1	4.4	111.5	2.9	-0.4	-9.8	95.8	4.2	26.3	-13.0
44. CCOC(=O)c1c(C)n(C)c2ccc(OC)c(NC(=O)CN3CCCCC3)c12
→ ·	3.2	95.3	3.6	-1.9	38.8	94.5	8.1	-21.6	-6.7
45. Cn1c(SCC(=O)Nc2nccs2)nnc1-c1ccncc1
→ -1.3	8.0	96.6	1.1	-1.4	-7.2	105.0	6.3	-48.7	-11.9
46. CC(C)Sc1nc(NCc2ccco2)c2c3c(sc2n1)COC(C)(C)C3
→ -0.7	8.8	63.4	2.1	-3.7	-25.0	61.4	4.4	-45.8	-20.9
47. COc1cccc(CNc2ccc(Br)cn2)c1O
→ ·	17.0	105.1	3.8	1.7	-26.9	87.6	23.8	-7.2	-11.9
48. O=C(CSc1nc2ccccc2s1)N1CCOCC1
→ 1.5	7.2	105.1	1.2	0.7	4.6	104.6	14.4	-2.6	-13.5
49. CCOc1ccc(-n2c(C)nc3c(cnn3-c3ccc(Cl)cc3)c2=O)cc1
→ -0.6	1.6	101.6	3.0	-0.9	14.4	103.5	1.2	-89.1	1.5
50. COCCNC(=O)c1c[nH]c2ccc(S(=O)(=O)N3CCC4(CC3)OCCO4)cc2c1=O
→ -0.9	-3.6	95.1	1.6	0.1	-28.0	99.1	16.4	-44.9	-6.7
51. Cc1nc2ccccc2n1/C(=N/S(=O)(=O)c1ccc(Br)cc1)c1ccccc1
→ ·	-4.5	99.2	0.4	1.0	15.8	101.8	23.9	12.6	-1.1
52. CCOC(=O)c1nc(N)c(=O)n(-c2ccccc2)n1
→ 0.4	-3.2	94.5	0.8	-1.6	1.1	92.0	16.9	-10.7	-4.0
53. CC1=NN(c2ccccc2)C(=O)/C1=C\N1CC(C)OC(C)C1 (stereo unspecified)
→ ·	4.9	86.9	-0.9	0.4	27.5	87.2	4.3	-46.8	-24.4
54. O=C1CC(c2ccc(F)cc2)Sc2nc(C34CC5CC(CC(C5)C3)C4)nn21 (stereo unspecified)
→ -4.1	3.6	93.7	3.2	-3.2	·	79.3	10.2	-12.6	1.4
55. O=C(NC1CCCC1)C(c1ccco1)N(Cc1ccccc1)C(=O)c1csnn1 (stereo unspecified)
→ ·	-1.6	74.9	14.3	0.6	16.8	83.6	10.0	0.7	-15.2
56. CC(C)Oc1ccc(/C(O)=C2/C(=O)C(=O)N(CCN(C)C)C2c2cccs2)cc1 (stereo unspecified)
→ ·	8.3	93.1	1.4	-0.3	·	99.7	3.3	-10.3	1.4
